# Screening data: PubChem BioAssay, National Center for Advancing Translational Sciences (NCATS)
# N370S GC mod: qHTS Assay for Inhibitors and Activators of N370S glucocerebrosidase as a Potential Chaperone Treatment of Gaucher Disease | Potency, µM (titrated, usually from 59.4 µM), inactives show top-dose activity change, negative = inhibition, usual class: inhibitors | Lysosomal acid glucosylceramidase (Homo sapiens), P04062 | N370S GC spleen homogenate, 4MU-glucoside fluorescence | 0.092% of 330,000 active;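 also: 0% = full enzyme activity and -100% = no enzyme basal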
# FEN1 inhibitor: qHTS Assay for the Inhibitors of Human Flap endonuclease 1 (FEN1). P39748. Recombinant FEN1 flap cleavage, fluorescence, 15 min. Potency, µM (highest dose often 114 µM), for the others: at the highest dose activity change, negative = inhibition, actives largely listed as inhibitors. 0.35% of 390,000 active. AID 588795, 2011; also: nearly all actives have a fitted effect of over 65% in size
# Target sequence (P39748 whole entry, looked up): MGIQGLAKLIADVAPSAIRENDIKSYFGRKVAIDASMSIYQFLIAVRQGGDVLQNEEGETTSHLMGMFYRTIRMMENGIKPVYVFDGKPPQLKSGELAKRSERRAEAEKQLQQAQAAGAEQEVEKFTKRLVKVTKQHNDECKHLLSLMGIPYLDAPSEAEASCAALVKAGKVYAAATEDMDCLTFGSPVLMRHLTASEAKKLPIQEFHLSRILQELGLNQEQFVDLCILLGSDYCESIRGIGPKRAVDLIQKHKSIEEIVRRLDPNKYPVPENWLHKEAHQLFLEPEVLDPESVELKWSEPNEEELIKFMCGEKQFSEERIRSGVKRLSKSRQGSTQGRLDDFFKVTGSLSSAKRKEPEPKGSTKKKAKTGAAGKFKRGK
#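 Read-out was taken twice, immediately and after 15 min, following addition of 50 nM substrate to 10 nM FEN1 that had sat with test compound for 15 min at room temperature. Curves came from a four-parameter Hill model.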
# TDP1 block: qHTS Assay for Inhibitors of Tyrosyl-DNA Phosphodiesterase (TDP1); Tyrosyl-DNA phosphodiesterase 1 (Homo sapiens), Q9NUW8; AID 485290, 2010; 0.28% of 350,000 active; recombinant TDP1, AlphaScreen DNA substrate cleavage; Potency, µM (highest dose often 130 µM), for inactives: top-dose activity change, negative = inhibition, actives largely listed as inhibitors; also: nearly all actives have a fitted effect of over 40% in size
# Target sequence (Q9NUW8 whole entry, looked up): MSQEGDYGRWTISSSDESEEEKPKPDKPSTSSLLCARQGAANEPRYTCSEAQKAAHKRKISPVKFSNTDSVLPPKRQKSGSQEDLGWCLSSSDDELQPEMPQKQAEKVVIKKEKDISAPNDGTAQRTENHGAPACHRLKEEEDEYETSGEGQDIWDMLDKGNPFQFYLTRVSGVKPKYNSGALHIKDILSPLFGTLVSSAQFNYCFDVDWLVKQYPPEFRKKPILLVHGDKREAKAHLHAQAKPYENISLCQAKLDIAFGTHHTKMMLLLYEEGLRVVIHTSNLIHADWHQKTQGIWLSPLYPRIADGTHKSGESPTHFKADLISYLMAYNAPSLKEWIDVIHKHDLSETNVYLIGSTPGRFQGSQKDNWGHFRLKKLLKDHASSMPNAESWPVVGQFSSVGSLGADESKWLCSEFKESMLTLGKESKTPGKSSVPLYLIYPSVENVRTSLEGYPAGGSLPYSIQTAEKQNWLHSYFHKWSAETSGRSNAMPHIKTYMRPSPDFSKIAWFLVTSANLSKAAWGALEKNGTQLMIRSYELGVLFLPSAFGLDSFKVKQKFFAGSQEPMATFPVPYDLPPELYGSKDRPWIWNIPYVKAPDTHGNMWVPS
#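 Tdp1 1 nM final; 15 min RT w/ cpd; substrate 15 nM, 5 min; beads 10 ug/ml, 10 min; AlphaScreen read. Neg ctrl: no enzyme.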
# Active calls of the source: *; ? = inconclusive; · = no result given; & = joins results of further samples; [ ] = remark or other dose. Calls follow the shape of the dose curve; as a rule, active = well fitted curve in the direction sought with a large enough effect; inconclusive = small, poorly fitted or top-dose-only effect, or another doubt; inactive = no such curve, though single readings can be large; an effect the other way counts as inactive or inconclusive. Unless noted, % is scaled to controls: 0 for no effect and ±100 for the full control effect; potency is read from the fitted curve at half-maximal effect.
SMILES,N370S GC mod,FEN1 inhibitor,TDP1 block
Fc1ccc2cnc(-c3ccccc3F)cc2c1,·,7%,-20%
Cc1n[nH]c(C)c1CCCCOc1ccccc1,-18%,-13%,10%
CCN=c1scc(-c2ccco2)n1/N=C/c1ccc(O)cc1,-19%,-15%,10%
Cc1ccn2cc(C(=O)NC3CCN(Cc4ccccc4)CC3)nc2c1,0%,-5%,-1%
CC(CCc1ccccc1)NC(=O)C1CCN(c2nnc(-n3cccc3)s2)CC1 (stereo not given),-23%,-6%,8%
O=C(Cn1cc(S(=O)(=O)c2ccccc2)c(=O)c2cc(Cl)ccc21)Nc1ccc2c(c1)OCO2,·,-1%,1%
CC1CCc2c(C(=O)NCCCN3CCOCC3)csc2C1 (stereo not given),-11%,8%,6%
Cc1ccc(NC(=O)CCNC(=O)Nc2ccccc2)cc1S(=O)(=O)N(C)C,·,4%,0%[56.1 µM]
CCCn1nc(NC(=O)c2ccco2)c2cc3ccccc3nc21,-10%,?,0%
CC/C(=N\NC(=O)CSc1ncccn1)c1ccc2c(c1)OCCO2,-3%,-1%,0%
COc1ccc(CN=C2NN=C(c3cccc(OC)c3)CS2)cc1,3%,-18%,9%
COc1ccc(C2(CNC(=O)c3cccs3)CCOCC2)cc1,-1%,0%,3%
NS(=O)(=O)c1ccc(NC(=O)COC(=O)COc2ccc(Br)cc2)cc1,-6%,0%,6%
N#Cc1ccc(NC(=O)CN2CCN(c3ccccn3)CC2)cc1,-9%,15%,·
CCN(CC)C(=O)c1ccc2c(=O)n(CCOC)c(=S)[nH]c2c1,6%,-3%,4%
Cc1cc(-c2nc(-c3ccc(C(C)(C)C)cc3)no2)no1,7%,12%,0%
CN(Cc1cccs1)C(=O)CCc1ccc(S(=O)(=O)N2CCOCC2)cc1,10%,0%,8%
COC(=O)c1ccc(NC(=O)C23CC4CC(C2)CC(n2cncn2)(C4)C3)cc1,6%,9%,7%[56.1 µM]
COC(=O)c1ccc(N2CCCCC2)c(NC(=O)c2ccco2)c1,26%,-14%,·
Cc1cc(C(=O)O)c(CCCN)s1,-3%,-3%,4%
COc1ccc2[nH]c3c(c2c1)CCN1C(=O)C(CC(=O)NCCN2CCOCC2)C[C@H](C(=O)N(C(C)C)C(C)C)[C@@]31C (stereo not given in full),·,-6%,0%[56.1 µM]
O=C(CCSCCc1ccccn1)Nc1ccc(Br)cc1F,7%,1%,0%
O=c1cc(CSc2ccccn2)[nH]c(=O)[nH]1,9%,-1%,0%
Cc1cc(C2=CC(C)(c3cc(C)oc3C)Nc3nc(C(F)(F)F)nn32)c(C)o1 (stereo not given),16%,·,1%
Cc1nc(-c2ccc(S(=O)(=O)N3CCN(Cc4ccccc4)CC3)s2)cs1,-2%,?,8%
CCOc1ccc(NC(=O)CCN2CCN(S(=O)(=O)c3ccc(OC)cc3)CC2)cc1,10%,-16%,5%
O=C(OCC(=O)N1CCOCC1)C(c1ccccc1)c1ccccc1,5%,-5%,-1%
Cn1c(=O)n(C)c2cc(N3CCCCC3)c(NC(=O)c3ccccc3)cc21,-17%,1%,0%
NC1=NCCCC1,9%,·,12%[56.1 µM]
Cc1cc2c(cc1C)NC(=O)CC(C(F)(F)C(F)(F)C(F)(F)F)=N2,8%,3%,-1%[56.1 µM]
Nc1nc(NCc2ccco2)nc(N2CCOCC2)c1[N+](=O)[O-],-5%,8%,6%
O=C(c1ccc2nc(Cc3cccc(Cl)c3)oc2c1)N1CCC(CO)CC1,-5%,15%,9%
NNC(=O)COc1ccc(F)cc1,25%,4%,4%
O=c1c2cc(N3CCOCC3)ccc2[nH]c(=S)n1CCCN1CCCCCC1,1%,-20%,0%
Cc1ccc(Cl)cc1NC(=O)C(=O)NCC(c1cccnc1)N1CCc2ccccc21 (stereo not given),·,-23%,8%
Cc1ccc(NC(=O)C2CCCN(C(=O)c3cnn(-c4ccccc4)c3-n3cccc3)C2)cc1 (stereo not given),·,-14%,5%
Cc1cc(C)n2[nH]c(=O)c(N=Nc3cccc(C(F)(F)F)c3)c2n1,0%,-14%,2%
CCn1c(SCC(=O)Nc2ccccc2OC)nc2ccccc2c1=O,?,2%,2%
Cc1ccc(S(=O)(=O)N(C)CC(=O)Nc2cccc(C)n2)cc1,5%,0%,2%
Cn1c(NCc2ccccc2)cc(=O)n(C)c1=O,3%,7%,-4%
O=C(C1CCN(c2ncnc3c2nc2n3CCCCC2)CC1)N1CCN(c2ccc(F)cc2)CC1,6%,22%&14%,4%&4%
CCN(CC)S(=O)(=O)c1ccc(NC(=O)[C@H](CSCc2ccccc2)N2Cc3ccccc3C2=O)cc1,·,6%,2%
O=C(COC(=O)CN1C(=O)c2ccccc2C1=O)NC1CCCC1,4%,-5%,8%
COc1ccc(OC)c2sc(N(CCCN(C)C)C(=O)CCS(=O)(=O)c3ccccc3)nc12,-17%,?,3%
CS(=O)(=O)c1ccc(C(=O)OCC(=O)N2CC(=O)Nc3ccccc32)cc1[N+](=O)[O-],·,9%,1%
O=C(CCN1CCN(c2ccc(F)cc2)CC1)Nc1ccc(F)cc1,1%,-4%,0%
O=C(CSc1nncn2c1cc1occc12)Nc1ccc(F)c(Cl)c1,·,0%,-8%
NC[C@@H]1O[C@H](C23CC4CC(CC(C4)C2)C3)Cc2c1ccc(O)c2O,?,0%,19%[56.1 µM]
CCNC(=O)n1nccc1C(C)Oc1cccc(C(F)(F)F)c1 (stereo not given),2%,-21%,-5%
N/C(=N/S(=O)(=O)c1ccccc1)c1cccc([N+](=O)[O-])c1,3%,0%,1%
CCC(=O)Nc1ccccc1N1CCN(c2ccc(F)cc2)CC1,-3%,3%,·
CCc1ccc(NC(=O)Cn2c(C(=O)OC)cc3oc(C)cc32)cc1,·,6%,0%
Cc1ccc(C)c(N(CC(=O)Nc2ccccc2C(=O)NCc2ccco2)S(=O)(=O)c2ccccc2)c1,3%,-4%,-5%
Cc1cccc(O)c1,-11%&5%,·,9%&6%
CN(C)n1cnc2ccsc2c1=O,-5%,7%,-3%
Cc1ccc(OC(C)C)c(CN(CCO)CCO)c1,2%,-2%,6%
CCN(CCO)C(=O)CC(c1ccccc1)c1cc(Br)ccc1O (stereo not given),-17%,-11%,-2%
Cc1ccc2c(c1)C=CC(C)N2C(=O)c1ccccc1 (stereo not given),9%,-9%,-2%
COc1cc(C2NC(C(=O)O)Cc3c2[nH]c2ccccc32)cc(OC)c1OC (stereo not given),-5%[12.8 µM],1%,-1%[21 µM]
Cc1ccc2c(Cl)c(C)c(N3CCCC3)nc2n1,4%,5%,0%

# Compound profiles, as listed above. Order of screens: N370S GC mod, FEN1 inhibitor, TDP1 block
# Shown for COC(=O)c1ccc(NC(=O)C23CC4CC(C2)CC(n2cncn2)(C4)C3)cc1 → 6%, 9%, 7%[56.1 µM]
# Shown for Cc1n[nH]c(C)c1CCCCOc1ccccc1 → -18%, -13%, 10%
# Shown for Cc1ccc2c(c1)C=CC(C)N2C(=O)c1ccccc1 (stereo not given) → 9%, -9%, -2%
# Shown for COc1cc(C2NC(C(=O)O)Cc3c2[nH]c2ccccc32)cc(OC)c1OC (stereo not given) → -5%[12.8 µM], 1%, -1%[21 µM]

# The listing continues:
SMILES,N370S GC mod,FEN1 inhibitor,TDP1 block
O=c1c2cc(Br)cc(Br)c2oc2nc3n(c(=O)c12)CCCS3,14%,·,-4%
Cc1ccc2nsnc2c1NC(=O)Cc1ccc(Cl)cc1,3%,-14%,3%
Cc1ccc(NS(=O)(=O)c2ccc(OCC(=O)NCc3ccco3)cc2)cc1,-14%,-4%,7%
CCCC(C)NC(=O)c1sc2nc3n(c(=O)c2c1C)CCC3 (stereo not given),-1%,21%,2%
O=C(c1cc(S(=O)(=O)N2CCOCC2)ccc1F)N1CCCc2ccccc21,12%,-4%,6%
Cc1cc2c(cc1C)CSC(c1c(O)ccc3ccccc13)SC2,-12%,-10%,1%
COc1ccc(CCN=C(N)NS(=O)(=O)c2ccc(F)cc2)cc1,1%,-12%,2%
O=c1[nH]c(CS(=O)(=O)c2ccccc2)nc2ccccc12,-2%,-8%,2%
Cc1cccc(NC(=O)c2ccc3ccccc3n2)n1,-4%,3%,-5%
COc1ccc(CC(=O)NCC(=O)NC(Cc2ccccc2)C(=O)O)cc1 (stereo not given),-4%,?,·
COc1cccc(NC(=O)Cn2c(=O)n(-c3ccccc3)c(=O)c3c2c2cc(OC)ccc2n3C)c1,·,16%,3%
Cc1cc(C)c2nc(C(F)(F)F)nc(NCCCN3CCCC3=O)c2c1,4%,-5%,0%

# 3 of the entries above in order of the FEN1 inhibitor value, falling.
SMILES,N370S GC mod,FEN1 inhibitor,TDP1 block
COc1cccc(NC(=O)Cn2c(=O)n(-c3ccccc3)c(=O)c3c2c2cc(OC)ccc2n3C)c1,·,16%,3%
O=C(c1cc(S(=O)(=O)N2CCOCC2)ccc1F)N1CCCc2ccccc21,12%,-4%,6%
Cc1cc(C)c2nc(C(F)(F)F)nc(NCCCN3CCCC3=O)c2c1,4%,-5%,0%

# (listing goes on)
SMILES,N370S GC mod,FEN1 inhibitor,TDP1 block
Cc1sc2ncn(Cc3ccccc3F)c(=O)c2c1C,2%,9%,-3%
COc1cccc2sc(NNC(=O)c3nc4ccccc4s3)nc12,-5%,-8%,8%
Cc1ccc(NC(=O)CNC(=O)Cc2cccc3ccccc23)nc1,-21%,-15%,1%
COc1ccc(C(=O)N/C(=C\c2ccccc2)C(=O)Nc2ccc(C(=O)O)cc2)cc1,0%,-6%,·
Cc1ccc(S(=O)(=O)Nc2ccc3c(c2)nc(CCN2CCCCC2)n3C)cc1,-4%,-5%,·
O=C(c1ccccc1)N1N=C(c2ccccc2)CC1(O)C(F)(F)F (stereo not given),0%,-18%,·
COc1ccc2c(c1)C=C(CN1CCN(C(C)C)C(CCO)C1)CO2 (stereo not given),-10%,-11%,3%
CS(=O)(=O)NCCSCc1ccc(Cl)cc1,0%,-4%,0%
N#Cc1c(C(F)(F)F)cc(-c2ccc(F)cc2)[nH]c1=O,?,-6%,-1%
CCOC(=O)N1CCN(c2ccc(S(=O)(=O)N3CCOCC3)cc2[N+](=O)[O-])CC1,3%,2%,4%
CCNC(=S)N1CCN=C1Nc1nc(C)cc(C)n1,10%,-4%,-3%
O=S(=O)(Nc1ccccn1)c1cccs1,26%,-2%,3%
CC(Sc1nnnn1-c1ccccc1)C(=O)Nc1ccc(N2CCN(C)CC2)cc1 (stereo not given),-3%,-15%,2%
CCOC(=O)C1C(=O)NC(N2CCCCC2)=NC1c1ccco1 (stereo not given),3%,1%,0%
Oc1ccc(Br)cc1/C=N/n1c(-c2ccccc2)n[nH]c1=S,-2%,-7%,5%

# Seven entries drawn at random from the list so far, as already listed:
SMILES,N370S GC mod,FEN1 inhibitor,TDP1 block
Cc1ccc(NC(=O)CNC(=O)Cc2cccc3ccccc23)nc1,-21%,-15%,1%
Oc1ccc(Br)cc1/C=N/n1c(-c2ccccc2)n[nH]c1=S,-2%,-7%,5%
COc1ccc(C(=O)N/C(=C\c2ccccc2)C(=O)Nc2ccc(C(=O)O)cc2)cc1,0%,-6%,·
Cc1ccc(S(=O)(=O)Nc2ccc3c(c2)nc(CCN2CCCCC2)n3C)cc1,-4%,-5%,·
O=C(c1ccccc1)N1N=C(c2ccccc2)CC1(O)C(F)(F)F (stereo not given),0%,-18%,·
Cc1sc2ncn(Cc3ccccc3F)c(=O)c2c1C,2%,9%,-3%
N#Cc1c(C(F)(F)F)cc(-c2ccc(F)cc2)[nH]c1=O,?,-6%,-1%
